# Bioassay records: PubChem BioAssay, National Center for Advancing Translational Sciences (NCATS)
# S2 tox: viability counter-screen for ATXN expression inhibitors. S2 cells (HEK-293 line with an ATXN2-luciferase reporter) viability, CellTiter-Fluor protease fluorescence, 24 h. Potency, µM (series often up to 56.7 µM), hits mostly cytotoxic. actives 0.49% (n = 400,000); also: potency is read from the fitted curve at half-maximal effect; nearly all actives have a fitted effect of over 40% in size
# IL-1B inflam inh: inhibitors of inflammasome signaling (IL-1 beta secretion); actives 4.7% (n = 360,000); THP-1 LPS/ATP IL-1B secretion, AlphaLISA, 16 h; active compounds read low; activity change, % at 57.5 µM; AID 743279; in the data active = activity change below about -50%; inconclusive = mostly about -30% to -49%; also: % is scaled to controls: 0 for no effect and ±100 for the full control effect
#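 Secreted IL-1B measured by AlphaLISA bead assay after 16 h compound exposure of THP-1 cells; compounds (final up to 57.5 uM) added 1 h before LPS (250 ng/mL) and ATP (1.25 mM) stimulation; lower signal means less secretion.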
# ATXN2 expr inh: reduces ATXN2 reporter expression in HEK-293 cells; HEK-293 ATXN2-luciferase reporter, luminescence, 24 h; actives 0.72% (n = 360,000); Potency, µM (doses to about 57 µM), inactives show top-dose activity change, negative = inhibition, most hits filed as inhibitors; also: potency is read from the fitted curve at half-maximal effect; % is scaled to controls: 0 for no effect and ±100 for the full control effect; nearly all actives have a fitted effect of over 55% in size
#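 ATXN2-luciferase reporter cells (luciferase flanked by upstream and downstream ATXN2 gene portions) were treated 24 h at 37 °C with compounds at up to 57 uM. SteadyGlo luminescence gave expression; GF-AFC fluorescence gave viability.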
# MCF10A rereplic: induces DNA re-replication in MCF 10a normal breast cells. MCF 10A DNA re-replication, Hoechst nuclear intensity, 48 h. Potency, µM (top dose mostly 46.1 µM), for the others: at the top dose activity, positive = re-replication, hits mostly activators. actives 2.9% (n = 350,000). AID 624296; also: potency is read from the fitted curve at half-maximal effect; % of control where 0% means no effect; nearly all actives have a fitted effect of over 50% in size
# HT1080 IDH1KD tx: kills HT-1080 cells with IDH1 knockdown; HT-1080 IDH1 knockdown viability, ATP luminescence, 48 h; Potency, µM (titrated, usually from 46.1 µM), for the others: at the highest dose activity, negative = toxicity, actives largely listed as cytotoxic; actives 2% (n = 360,000);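 also: potency is read from the fitted curve at half-maximal effect; 0% = DMSO wells and -100% = cell-free medium wells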
#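 In this qHTS, HT-1080 cells depleted of IDH1 are exposed for 48 h at 37 °C to compound titrations. Toxicity is scored from CellTiter-Glo luminescence, with DMSO as full viability and medium alone as none.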
# SW480 rereplic: induces DNA re-replication in SW480 colon adenocarcinoma cells. SW480 DNA re-replication, Hoechst DNA content imaging, 48 h. Potency, µM (doses to about 46.1 µM), inactives show top-dose re-replication activation, hits mostly activators. actives 1.8% (n = 340,000). AID 624297; also: potency is read from the fitted curve at half-maximal effect; % of control where 0% means no effect; nearly all actives have a fitted effect of over 55% in size
#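 250 cells/well; 23 nL cpd via pin tool; 48 hr, 37 C, 5% CO2; Hoechst 40 min; imager read of total nuclear intensity, ex 405/em 500-530 nm.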
# KB-3-1 cytotox: KB-3-1 parental cell cytotoxicity. KB-3-1 viability, CellTiter-Glo ATP luminescence, 72 h. actives 1.4% (n = 400,000). Potency, µM (highest dose often 46.1 µM), inactives show top-dose activity change, negative = cytotoxic, most hits filed as cytotoxic. AID 1347075; also: potency is read from the fitted curve at half-maximal effect; % is scaled to controls: 0 for no effect and ±100 for the full control effect; nearly all actives have a fitted effect of over 60% in size
#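 Luminescent ATP read-out (CellTiter-Glo) measures survival of drug-naive KB-3-1 cells after 72 h compound exposure at 37 °C. Titration series was screened from lowest to highest concentration, with DMSO vehicle plates as background controls.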
# HT1080-NT tox: kills 2HG-producing HT-1080-NT fibrosarcoma cells; HT-1080-NT fibrosarcoma viability, CellTiter-Glo ATP luminescence, 48 h; Potency, µM (series often up to 46.1 µM), for inactives: at the highest dose activity, negative = less viability, actives largely listed as cytotoxic; actives 1.6% (n = 360,000);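 also: NT is the 2HG producing partner of a matched IDH1 knockdown line; potency is read from the fitted curve at half-maximal effect; 0% = DMSO-treated cells and -100% = media-only wells without cells; nearly all actives have a fitted effect of over 55% in size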
#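 Viability by CellTiter-Glo luminescence after 48 h compound exposure at 37C of HT-1080-NT cells (750/well, RPMI, 5% FBS). % activity scaled between DMSO wells and medium-only wells, then curve-fitted and categorized by curve class.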
# KB-V1 MDR tox: KB-V1 MDR subline cytotoxicity | KB-V1 MDR cells viability, CellTiter-Glo, 72 h | Potency, µM (doses to about 46.1 µM), for the others: at the highest dose activity change, negative = cytotoxicity, usual class: cytotoxic | actives 3.4% (n = 400,000) | AID 1347076; also: potency is read from the fitted curve at half-maximal effect; % is scaled to controls: 0 for no effect and ±100 for the full control effect; nearly all actives have a fitted effect of over 60% in size
#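 KB-V1 cells (P-gp-expressing MDR subline of KB-3-1) in phenol-red-free DMEM with 10% FBS were exposed to library compounds over a concentration series for 72 h at 37 degrees C. Viability read by CellTiter-Glo luminescence; concentration-effect curves fitted after normalization.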
# The depositor's hits bear a star; i = inactive; ? = inconclusive; . = not tested or not shown; & = joins results of further samples; [ ] = remark or other dose. Unless noted, calls follow the shape of the dose curve; as a rule, active = well fitted curve in the direction sought with a large enough effect; inconclusive = small, poorly fitted or top-dose-only effect, or another doubt; inactive = no such curve, though single readings can be large; an effect the other way counts as inactive or inconclusive.
SMILES,S2 tox,IL-1B inflam inh,ATXN2 expr inh,MCF10A rereplic,HT1080 IDH1KD tx,SW480 rereplic,KB-3-1 cytotox,HT1080-NT tox,KB-V1 MDR tox
COCCCNC(=O)CN(Cc1ccc(Cl)cc1)S(C)(=O)=O,i,0,-1%,4%,1%,-1%,-8%,11%,6%
CCNC(=S)Nc1cccc(Cl)c1C,i,5,-2%,-5%,9%,-8%,3%,3%,8%
COc1cccc(/C=C2\SC(=S)N(NS(=O)(=O)c3ccccc3)C2=O)c1OC,i,-8,.,-12%,1%,-6%,2%,5%,22%
Cc1cc(S(=O)(=O)N2CCC(NC(=O)C34CC5CC(CC(C5)C3)C4)CC2)ccc1-n1cnnn1,i,20,-9%,-1%,3%,2%,-4%,-1%,9.2µM*
CC(=O)Nc1ccc(S(=O)(=O)N(C)CC(=O)OCC(=O)N2CCCCC2)cc1,i,?,0%,28%,5%,-115%[inhibitor],0%,3%,2%
N/C(COc1ncn(-c2ccccc2)n1)=N\S(=O)(=O)c1ccccc1,i,-5,0%,-4%,-16%,4%,29%,1%,-1%
C=CCn1c2ccccc2c2nnc(SCCN3CCOCC3)nc21,i,-71*,-8%,27%,-3%,3%,-1%,0%,-4%
Cc1nnc(N2CCN(C(=O)NCCC(C)C)CC2)c2nn(-c3ccc(Cl)cc3)c(C)c12,i,.,-7%,.,.,.,0%,.,7%
N#Cc1ccccc1NC(=O)CC1c2ccccc2Oc2ccccc21,?,16,-28%,?,-2%,-4%,15%,0%,-25%
CCOC(=O)C1=C(Cn2cnc3ccccc32)NC(=O)NC1c1ccc(Cl)cc1 (stereo not given),i,-11,-10%,-2%,?,-10%,0%,-25%,5%
Clc1cccc(Cl)c1C[n+]1ccc2ccccc2c1,i,13,.,-5%,?,-1%,?,-26%,6%
COc1ccc(CNC(=O)CCSc2ccc(F)cc2)cc1OC,i,39,.,?,-1%,-65%[inhibitor],-1%,-3%,1%
CC1Oc2ccccc2C(=O)N(CC(=O)c2ccc3c(c2)OCCO3)C1=O (stereo not given),i,-12,?,-23%,9%,-5%,6%,1%,0%
CC1(C)C(=O)OC(c2ccc([N+](=O)[O-])cc2)C(C)(C)C1=O (stereo not given),i,27,19%,15%,1%,-16%,18%,10%,?
CCOc1ccccc1CN1CCN(C2CCC2)CC1CCO (stereo not given),i,15,15%,23%,-1%,-1%,1%,3%,0%
COc1ccc(NC(=O)c2ccc3c(=O)n(CC4CCCO4)c(=S)[nH]c3c2)c(OC)c1 (stereo not given),i,15,-3%,0%,6%,-8%,1%,7%,-13%
CN(Cc1ccco1)C(=O)c1ccc(N2CCCC2=O)cc1,i,13,0%,2%,6%,-6%,19%,7%,7%
CCCCOc1ccc(C(=O)N2CCN(CC(=O)Nc3ccc(C)cc3)CC2)cc1OC,i,1,-14%,22%,-16%,-6%,-24%,?,-18%
C/C(=N\N=C(N)N)c1cccc(Cl)c1,i,-57*,-22%,0%,?,-3%,-3%,?,-26%
Cc1ccccc1CS(=O)(=O)Cc1ccc(C(=O)NC2CCCCC2)o1,i,0,-10%,8%,-1%,-16%,-20%,1%,-10%
Nc1cccc(-c2cn(-c3cc4cc(C#CC5(O)CCCCC5)ccc4oc3=O)nn2)c1,i,12,5%,?,6%,-10%,8%,5%,10%
CCN(CC)C(=O)CCc1nnc(Cc2cccc(C(F)(F)F)c2)o1,i,-10,65%[activator],-36%[inhibitor],11%,15%,17%,13%,?
Clc1ccc(-c2nnc3sc(Cc4cccs4)nn23)cc1,i,25,-1%,0%,-1%,8%,8%,-5%,-2%
CCCN1CCN(CCCNC(=O)C(CC)n2nc(C)n3c(cc4occc43)c2=O)CC1 (stereo not given),i,-19,-4%&-3%,0%,-11%,?,1%&7%,-26%,112%&28%
Cc1ccc(NC(=O)c2ccc(F)cc2)nc1,i,-2,.,10%,0%,0%,1%,-3%,11%
SMILES,S2 tox,IL-1B inflam inh,ATXN2 expr inh,MCF10A rereplic,HT1080 IDH1KD tx,SW480 rereplic,KB-3-1 cytotox,HT1080-NT tox,KB-V1 MDR tox
Nc1ncnc2c1ncn2[C@H]1C[C@H](O)[C@@H](COP(=O)(O)O)O1,i,3,5%,-38%[inhibitor],25%,-9%,0%,?,?
CCc1ccc(CNC(=O)C2Cc3cc(S(=O)(=O)N4CCCC4)ccc3N2C(C)=O)cc1 (stereo not given),i,-15,1%,7%,-14%,-9%,4%,-4%,3%
CC(OC(=O)CNC(=O)c1ccc2c(c1)OCO2)C(=O)NCCC1=CCCCC1 (stereo not given),i,3,15%,-4%,1%,-1%,8%,4%,-11%
CCCCNC(=O)Cn1c(=O)c2c(ncn2CCC(C)C)n(Cc2ccccc2)c1=O,?,25,-1%,-1%,-18%,1%,4%,-16%,?
COc1ccc(-c2[nH]c(-c3ccc(F)cc3)nc2SCC(=O)NC2CCCC2)cc1,?,-14,2%,?,-29%,2%,?,-17%,-16%
O=C(c1cccc(Cl)c1)N(Cc1cccs1)C1CCS(=O)(=O)C1 (stereo not given),?,-5,-1%,0%,9%,-2%,2%,0%,1%
O=C1N=C(N2CCCCC2)S/C1=C/C1=Cc2ccccc2OC1,i,5,15%,18µM*,1%,23%,-8%,14%,-4%
Cc1nnc(SCC2=C(C(=O)O)N3C(=O)C(NC(=O)c4cc(F)c(F)cc4Cl)C3SC2)s1 (stereo not given),i,0,-13%,0%,9%,10%,10%,10%,?
Cc1cc(NC(=O)CCC(=O)N(Cc2ccco2)C2(C(=O)NC3CCCC3)CCCCC2)no1,i,-4,-33%,0%,0%,1%,-2%,1%,?
CCCN1Cc2cccc(C(=O)NCc3cccs3)c2C1=O,i,11,-5%,-1%,0%,-3%,9%,-1%,-14%
Cc1cc(-n2nc(C)cc2C)nc(N)n1,i,-5,2%,-8%,19%,-5%,18%,8%,10%
COC(=O)c1nn(-c2cccc(C)c2)c2nnc(Cc3ccc(C)cc3)c(=O)n12,i,-1,5%,-1%,22%,-31%[inhibitor],-2%,20%,-25%
Oc1ccc2ccccc2c1C=Nc1ccccc1Br,?,24,.,24%,-27%,2%,0%,-24%,-23%
Cc1ccccc1-n1cnnc1SCC(=O)Nc1cccnc1Cl,i,-5,3%,12%,22%,-7%,?,6%,-24%
O=C(Nc1cccc(C(F)(F)F)c1)C1Cc2c(-c3ccco3)ccnc2O1 (stereo not given),i,.,-22%,.,-25%,.,0%,-14%,-5%
CC(=O)Nc1cccc(NC(=O)Cc2csc(COc3cccc(C)c3)n2)c1,?,.,-27%,.,.,.,-16%,.,?
CC(=O)NCCOc1nc(N(C)C)nc(N2CCOCC2)n1,i,11,-6%,-5%,6%,-4%,5%,6%,19%
O=C(COC(=O)CCC1CCCC1)Nc1ccccc1OC(F)F,i,10,-32%,24%,7%,-7%,4%,11%,-1%
CCOc1cc(N2CCOCC2)c(OCC)cc1NC(=O)CN1CCc2ccccc2C1,i,2,6%,2%,-3%,1%,-10%,-1%,?
CC(=O)/C(=N\Nc1ccc(Cl)cc1)Sc1nnc(-c2ccccc2)n1-c1ccccc1,i,-15,-15%,?,-3%,26%,-2%,?,?
CCc1ccc2[nH]cc(C(=O)OCCOC)c(=O)c2c1,?,8,3%,13%,13%,-3%,1%,7%,22%
CC(C)(C)NC(=O)CC1C(=O)NCCN1Cc1c(F)cccc1Cl (stereo not given),i,-13,.,-1%,-5%,4%,-5%,-3%,-1%
CCCc1c(O)nc(SCCN(CC)CC)n(C(=O)c2ccccc2)c1=O,i,-17,14%,7%,2%,-2%,10%,2%,?
Cc1ccc(CNC(=O)c2cc3c(s2)-c2ccc(Cl)cc2SC3)cc1,i,.,-4%,.,.,.,2%,.,-1%
CCOc1ccc(NS(=O)(=O)c2csc(C(N)=O)c2)cc1,i,-17,-2%,10%,0%,-1%,-29%,-3%,-5%

# Profiles, looked up by structure. Order of values: S2 tox, IL-1B inflam inh, ATXN2 expr inh, MCF10A rereplic, HT1080 IDH1KD tx, SW480 rereplic, KB-3-1 cytotox, HT1080-NT tox, KB-V1 MDR tox
# COc1ccc(NC(=O)c2ccc3c(=O)n(CC4CCCO4)c(=S)[nH]c3c2)c(OC)c1 (stereo not given) reads i, 15, -3%, 0%, 6%, -8%, 1%, 7%, -13%
# Clc1cccc(Cl)c1C[n+]1ccc2ccccc2c1 reads i, 13, ., -5%, ?, -1%, ?, -26%, 6%

# Next section.
SMILES,S2 tox,IL-1B inflam inh,ATXN2 expr inh,MCF10A rereplic,HT1080 IDH1KD tx,SW480 rereplic,KB-3-1 cytotox,HT1080-NT tox,KB-V1 MDR tox
CCN=C1S/C(=C\c2cn(CC(=O)NCCOC)c3ccccc23)C(=O)N1CC,i,-13,-4%[11.3 µM],13%,-3%,-10%,27%,0%,11%
CCOP(=O)(OCC)C(NC(=O)NS(=O)(=O)c1ccc(C)cc1)c1ccccc1 (stereo not given),i,-11,-18%,-4%,0%,-7%,2%,23%,6%
COc1ccccc1/C=N/NC(=O)COCC(=O)N/N=C/c1ccccc1OC,i,37,-12%[11.3 µM],2%,-8%,-2%,0%,0%,-2%
CCOC(=O)N1CCN(C(=O)C2CCN(c3nnc(-n4cccc4)s3)CC2)CC1,i,15,9%,7%,9%,0%,2%,9%,4%
CCc1nc(N2CCN(C(C)=O)CC2)c(C#N)c2c1COC(C)(C)C2,i,-28,-11%,0%,2%,-14%,4%,15%,-2%
CCOc1ccc(-c2cc3c(=O)n(CC(=O)NCc4ccc(C)cc4)ccn3n2)cc1,i,.,16%,.,.,.,5%,.,2%
Cc1cc(=O)oc2cc(OCC(=O)N3CC(=O)Nc4ccccc43)c(Cl)cc12,i,10,-9%,-5%,1%,1%,4%,1%,?
COC(=O)c1sccc1NC(=O)c1cc(OC)c(OC)c(OC)c1,i,-9,-28%,29%,0%,?,0%,0%,-4%
O=C(Nc1cccc(C(=O)N2CCOCC2)c1)C1CC1,i,18,4%,6%,4%,58%[9.22 µM],7%,4%,15%
